# Compound activity as filed in PubChem BioAssay.
# LDHA inh: inhibitors of human lactate dehydrogenase A; activity change, % (values are at about 110 or 230 µM); 480,000 compounds, 0.15% hits; P00338; purified LDHA, NADH/diaphorase-resazurin fluorescence; active compounds read low; in the data active = activity change below about -30%; inconclusive = mostly about -25% to -30%;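 also: plate controls were DMSO wells for no effect and wells without enzyme for full effect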
#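 Human LDH5 (2 nM) was incubated with 0.06 mM NADH and 0.2 mM pyruvate for 5 min at room temperature in Tris pH 7.4. Remaining NADH was coupled through diaphorase/resazurin, and resorufin fluorescence was read at 0 and 20 min.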
# D2 antag: antagonizes the human D2 dopamine receptor | HEK293 TREx D2 cells, calcium flux, dopamine EC80 | AID 485344 | inhibition, % at 10 µM | P14416 | 340,000 compounds, 2% hits; in the data active = inhibition above about 30%; also: 0% is about no effect
# Target sequence (P14416 whole entry, looked up): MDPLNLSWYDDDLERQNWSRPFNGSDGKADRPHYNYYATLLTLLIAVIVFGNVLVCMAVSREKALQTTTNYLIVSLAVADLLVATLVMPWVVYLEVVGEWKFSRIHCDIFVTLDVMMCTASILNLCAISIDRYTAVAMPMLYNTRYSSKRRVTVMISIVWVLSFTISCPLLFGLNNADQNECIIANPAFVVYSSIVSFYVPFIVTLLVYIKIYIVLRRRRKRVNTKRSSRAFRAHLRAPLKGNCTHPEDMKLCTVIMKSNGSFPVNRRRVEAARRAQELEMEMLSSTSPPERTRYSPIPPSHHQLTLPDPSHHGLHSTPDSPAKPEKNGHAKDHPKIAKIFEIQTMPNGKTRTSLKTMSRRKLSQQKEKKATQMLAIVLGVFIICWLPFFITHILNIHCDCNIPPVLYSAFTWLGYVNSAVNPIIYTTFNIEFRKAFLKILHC
#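 Read-out: kinetic calcium fluorescence (1 cycle/s) in inducible HEK293 T-REx D2 cells after an EC80 dopamine addition that followed 180 s compound preincubation. Loss of the dopamine response indicates antagonism.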
# RGS4 inhibitor: blocks human RGS4-accelerated GTP hydrolysis. AID 504845. 390,000 compounds, 0.039% hits. Transcreener GDP fluorescence polarization, RGS4-accelerated GTP hydrolysis. Potency, µM (top dose mostly 114 µM), for the others: at the highest dose activity change, negative = inhibition, hits mostly inhibitors. P49798; also: potency is read from the fitted curve at half-maximal effect; % is scaled to controls: 0 for no effect and ±100 for the full control effect; nearly all actives have a fitted effect of over 75% in size; some results filed as inactive show a strong effect at the top dose
# Target sequence (P49798 whole entry, looked up): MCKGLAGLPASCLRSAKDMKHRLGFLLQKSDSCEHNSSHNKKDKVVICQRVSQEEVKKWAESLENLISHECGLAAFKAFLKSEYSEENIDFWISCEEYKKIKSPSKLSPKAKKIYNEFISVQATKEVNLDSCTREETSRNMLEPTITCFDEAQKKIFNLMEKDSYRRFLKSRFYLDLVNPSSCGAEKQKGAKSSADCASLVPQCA
#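 MLSMR compounds (23 nl, pin-transferred) preincubated 10 min at room temperature with a 500nM (2x) first reagent, then RGS4 at 900nM (2x) plus Transcreener GDP mix added; fluorescence polarization (620/688 nm) read before and after 90 min at 30 °C.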
# GRP78 ERSR act: induces the endoplasmic reticulum stress response in human glioma cells. U87-MG GRP78 promoter luciferase reporter, 16 h. Potency, µM, for inactives: at the top dose activation, actives largely listed as activators. 420,000 compounds, 0.02% hits. AID 602332; also: potency is read from the fitted curve at half-maximal effect; series mostly up to about 76 µM; % of control where 0% means no effect; nearly all actives have a fitted effect of over 35% in size
#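 Stably transfected U87-MG glioma cells carrying a GRP78-based luciferase sensor; 16 h compound incubation. Luminescence end-point read 10 min after Bright-Glo addition at room temperature.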
# ALOX12 inh: ALOX12 (human) lipoxygenase inhibition; 580,000 compounds, 1.1% hits; purified 12hLO, xylenol orange hydroperoxide absorbance; Potency, µM (top dose mostly 108 µM), without a hit: at the top dose activity change, negative = inhibition, hits mostly inhibitors; AID 1671190; P18054; also: potency is read from the fitted curve at half-maximal effect; % is scaled to controls: 0 for no effect and ±100 for the full control effect
#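 Hydroperoxide product was detected by ferrous iron/xylenol orange as the 573 to 405 nm absorbance ratio. Arachidonic acid at 40 uM (final) was turned over for 30 min at room temperature by 150 nM human 12hLO, pH 7.0 Hepes buffer, after 15 min compound preincubation.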
# D2 agonist: D2 dopamine receptor (human) agonism; 340,000 compounds, 0.53% hits; activation, % at 2 µM; P14416; HEK293 T-REx D2 cells, calcium flux agonist mode;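 active = activation over 3 SD above normal in the single-dose calcium agonist read, cut at about 30% in these data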; also: 0% is about no effect
#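 Agonism scored from kinetic calcium signal (1 read/sec, 180 s) following compound pin transfer, after a 10 s baseline. Cells: HEK293 Trex line expressing inducible D2 receptor coupled to calcium, dye-loaded after overnight culture at 30 C.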
# ERG Ets-DNA blk: blocks human ERG Ets domain binding to DNA; P11308; fluorescence polarization, His-ERG Ets domain / labelled DNA; Potency, µM (series often up to 76.9 µM), for the others: top-dose FP activity, negative = inhibition, usual class: inhibitors; 370,000 compounds, 0.028% hits; AID 624246; active = well fitted inhibition curve with a large enough effect in the polarisation, with a control signal flat; inconclusive = small, poorly fitted or top-dose-only effect, or effect the other way, or a change in a side signal; inactive = no such curve, though single readings can be large or run the other way; the % refers to the polarisation;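 also: polarization taken with two DNA probes labelled with fluorescein and Texas red; potency is read from the fitted curve at half-maximal effect; % of control where 0% means no effect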
#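 His-tagged ERG Ets domain (1 uM in the protein solution; 300mM KCl, 50mM Tris-HCl, 1mM EDTA, 1mM DTT, pH 7.5) received compound, then a probe mix of 5 nM fluorescein-DNA and 100nM Texas-615-DNA. Fluorescence polarization was read for both dyes.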
# Vif-APOBEC3F blk: inhibitors of Vif-A3F interaction; AID 602313; Potency, µM (titrated, usually from 46.1 µM), for the others: top-dose activity, negative = active; 390,000 compounds, 0.2% hits; HeLa A3F-eYFP + Vif (tagged APOBEC3F with the HIV-1 protein that degrades it), YFP fluorescence increase; also: potency is read from the fitted curve at half-maximal effect; % of control where 0% means no effect; nearly all actives have a fitted effect of over 65% in size
#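 HeLa cells stably expressing Vif plus C-terminally eYFP-tagged A3F were seeded, incubated overnight at 37 deg C, dosed with compound, incubated overnight again at 37 deg C. Yellow fluorescence (Ex 488/Em 500-530) reported blocked Vif-mediated A3F-eYFP degradation.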
# Vif-A3G inh: Vif-A3G binding inhibition; Q9HC16; HeLa A3G-eYFP + Vif (tagged APOBEC3G with the HIV-1 protein that degrades it), YFP fluorescence, overnight; Potency, µM (titrated, usually from 46.1 µM), inactives show at the highest dose activity, negative = active, usual class: inhibitors; 410,000 compounds, 0.076% hits; AID 602310;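 also: potency is read from the fitted curve at half-maximal effect; % is scaled to controls: 0 for no effect and ±100 for the full control effect; nearly all actives have a fitted effect of over 60% in size; hits raise eYFP signal because A3G escapes Vif-driven loss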
# Target sequence (Q9HC16 whole entry, looked up): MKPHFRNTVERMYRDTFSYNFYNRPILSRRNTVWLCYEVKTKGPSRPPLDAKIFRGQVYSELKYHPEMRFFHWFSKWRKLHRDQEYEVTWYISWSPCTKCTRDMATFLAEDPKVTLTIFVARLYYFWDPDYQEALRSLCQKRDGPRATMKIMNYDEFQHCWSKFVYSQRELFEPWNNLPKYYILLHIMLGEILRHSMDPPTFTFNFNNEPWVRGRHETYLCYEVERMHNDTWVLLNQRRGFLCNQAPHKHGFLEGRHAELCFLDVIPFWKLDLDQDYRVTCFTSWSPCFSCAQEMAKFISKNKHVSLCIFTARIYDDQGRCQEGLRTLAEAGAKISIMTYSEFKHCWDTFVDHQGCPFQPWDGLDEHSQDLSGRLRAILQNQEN
#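 Read-out is eYFP fluorescence (Ex 488/Em 500-530) from Vif-expressing HeLa A3G-eYFP cells; more signal means A3G escaped Vif-mediated degradation. Cells plated overnight, compound pinned in, incubated overnight at 37 deg C.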
# * hit, by the source's call; ? = inconclusive; nt = not tested or not shown; & = joins results of further samples; [ ] = dose if it differs, or a comment. Unless noted, calls follow the shape of the dose curve; as a rule, active = well fitted curve in the direction sought with a large enough effect; inconclusive = small, poorly fitted or top-dose-only effect, or another doubt; inactive = no such curve, though single readings can be large; an effect the other way counts as inactive or inconclusive. Some of the compounds tested; the hit share may differ from the screen's.
SMILES,LDHA inh,D2 antag,RGS4 inhibitor,GRP78 ERSR act,ALOX12 inh,D2 agonist,ERG Ets-DNA blk,Vif-APOBEC3F blk,Vif-A3G inh
COCCNC(=O)CN(CCc1ccccc1)S(=O)(=O)c1ccc(Br)cc1,-3,7,3%,-2%,-14%,0.5,12%,2%,1%
O=C(CCC1CCCC1)N1CCN(C(=O)c2ccco2)CC1,-8,14,-22%[11.4 µM],-5%,9%,0.2,-1%,-12%,-1%
CCCCCCOC(=O)C(C#N)c1nc2ccccc2nc1N1CCOCC1 (centres undefined),3,12,20%,-3%,-27%,-0.2,2%,-21%,-3%
COc1ccc(/C(N)=N/OC(=O)CC2CCCCC2)cc1OC,-10,-29,-4%,4%,?,0.2,-3%,-9%,1%
C/C(=N/Nc1ncc(Br)cn1)c1ccc(Br)cc1,-3,-10,?,2%,3%,-0.6,-2%,-5%,-1%
Nc1ncnc2c1ncn2C1CCCC1,-15,0,-11%[56.9 µM],-4%&-3%,-3%,-1.0,-1%,8%,-4%
Cc1cc(C)cc(OCC(=O)OCc2nnc(-c3ccccc3)o2)c1,-13,13,1%,-3%,4%,0.5,-8%,-2%,0%
CCOc1ccc(-n2nnc3c(=O)n(CC(=O)N4CCCc5ccccc54)cnc32)cc1,1,1,-24%,-3%,-2%[57.4 µM],0.1,1%,2%,2%
CCOC(=O)C1(Cc2ccc(OC)cc2)CCN(C(=O)c2ccc3[nH]ccc3c2)CC1,-9,-8,9%,3%,-19%,-0.3,-10%,5%,-19%
Cc1cccc(C)c1NC(=O)NN=C1CCCCC1,-13,-8,11%,-1%,0%,0.7,-10%,-18%,-1%
Cc1cc(SCC(=O)NC2CCCCC2)nc2ccccc12,-2&1,10,-23%,-2%,-14%&21%,-0.9,-10%,-5%,2%
Cc1ccc(C)c(OCCCC(=O)N2CCOCC2)c1,-1,5,5%[11.4 µM],0%,-17%,0.7,10%,-4%,5%
COc1cc(/C=N/NC(=O)c2ccncc2)ccc1OCc1cnc(Cl)s1,-2,-1,17%,2%,-7%,-0.3,-6%,13%,0%
CC(C)n1nc(C(=O)Nc2cccc(S(=O)(=O)N3CCCCC3)c2)c2ccccc2c1=O,-8&9,-3,10%,-1%,10%&-8%,0.0,3%,-3%,3%
Cc1ccc(C)c(S(=O)(=O)N2CCN(C(=O)CCNC(=O)c3ccc(Br)cc3)CC2)c1,-2,-11,3%,-4%,-27%,0.3,-10%,-4%,-18%
CCOc1ccc(C2c3c(-c4cc(C)ccc4O)n[nH]c3C(=O)N2Cc2cccnc2)cc1OCC (centres undefined),1,nt,4%,-4%,-7%,3.1,-6%,-4%,-8%
Cc1[nH]c2ccc(F)cc2c1CCN(Cc1cccnc1)C(=S)Nc1cccc(F)c1,2,7,-18%,-3%,-4%,3.5,14%,-2%,-11%
CC(=O)c1nn(-c2ccccc2)c(=Nc2ccccc2)cc1C,1,nt,nt,-2%,24%,nt,nt,nt,-4%
CC12CCC(c3c1nc1ccccc1[n+]3[O-])C2(C)C (centres undefined),-3,-9,?,-3%,-13%,0.6,-1%,-13%,-8%
Cc1[nH]ccc(=O)c1Oc1ncc(C(F)(F)F)cc1Cl,-1,-13,0%,-4%,-5%,0.7,-12%,0%,2%
CCCCCCC[C@H](N)[C@H](O)C(=O)N(C)[C@@H](CCS(C)=O)C(=O)N[C@@H](Cc1ccc(O)cc1)C(=O)N[C@@H](Cc1ccc(O)cc1)C(=O)O (some centres undefined),3,12,-30%,-3%,?,-1.7,6%,-1%,-3%
COc1ccc(OC)c(C2=Nn3c(nnc3-c3cccc(OC(C)C)c3)SC2)c1,5,-11,4%,2%,0%,-0.1,-12%,4%,-5%
Cc1cc(S(=O)(=O)N2CCN=C2c2ccccc2)c(C)cc1Cl,0,12,-15%,-5%,-24%,-0.4,-13%,3%,-4%
CC1(C)Cc2c(C#N)c(N3CCN(C(=O)c4ccccc4Cl)CC3)nc(-c3ccco3)c2CS1,-1,15,?,-1%,8%,-0.1,5%,-10%,-4%
CCCCN(CC)C(=O)c1cc2cc3ccc(Cl)cc3nc2o1,-17,1,-5%,13%,0%,-2.0,-10%,-6%,-1%
CS(=O)(=O)c1sc(C(=O)NC(=S)Nc2ccc(OC(F)(F)F)cc2)c2c1C=CCC2,-2,nt,?,-2%,-13%,nt,-3%,-3%,-5%
Cc1ccc(/C=C/C(=O)NC(=S)Nc2ccc(S(=O)(=O)Nc3cc(C)on3)cc2)cc1,-5,7,-12%,-1%,?,2.1,12%,-15%,5%
COc1ccc(NC(=O)CN(C)S(=O)(=O)c2ccccc2)c([N+](=O)[O-])c1,-7,8,10%,11%,3%,-0.3,-1%,-5%,-9%
Cc1ccc(CN2C(=O)C(=O)N(CC(N)=O)C2=O)cc1,-1,-11,8%,-4%,-2%,1.0,-9%,-8%,-5%
CCOC(=O)c1c(NC(=O)CSc2nc3nc(C)cc(C)n3n2)sc(CC)c1C,-4,6,14%,-2%,-5%,-3.4,-9%,1%,-9%
CC(C)c1ccc(NC(=O)c2cccn2-c2nnc(N3CCCCC3)s2)cc1,-3,nt,12%,-1%,-26%,0.0,4%,-2%,-2%
CCOC(=O)C1=C(C)N(C)C(=S)NC1c1cc(OC)ccc1OC (centres undefined),-3,-2,-11%,-1%,?,-0.8,2%,-21%,-4%
O=C(c1ccco1)N1CCN(C(=O)C2CCN(S(=O)(=O)Cc3ccccc3)CC2)CC1,0,-8,-13%,-3%,29%,0.4,-1%,0%,0%
CC1=C(C(=O)Nc2ccccc2)C(c2ccco2)C(C#N)=C(SCC(=O)OC(C)C)N1 (centres undefined),1,2,-4%,?,nt,0.4,0%,-6%,-8%
O=C(CSCc1ccc(Cl)cc1)N/N=C/c1ccccc1,5,nt,18%,-3%,0%,nt,-2%,-4%,4%
CCOC(=O)N1CCN(C(=O)c2oc(=O)c3ccccc3c2-c2ccc(C)cc2)CC1,-13,-1,17%,2%,6%,-1.2,-1%,4%,-8%
COc1ccccc1OCc1nn[nH]n1,-7,nt,-13%,-4%,-13%,nt,-2%,1%,-3%
COc1cccc(C(=O)NC(=S)Nn2cnnc2)c1OC,0,-32,?,-6%,?,0.0,-11%,2%,0%
COc1nc(OC)nc(N2CCC(C(=O)Nc3cccc4c3CCCC4)CC2)n1,0,6,13%,-2%,-16%,1.0,1%,-8%,-3%
COc1cc(NC(=O)c2cc3c(=O)n(Cc4ccco4)ccc3nc2C)cc(OC)c1OC,-5,nt,-33%,-1%,-30%,-0.3,-15%,1%,-3%
CC1OC(OC2C(CO)OC(OCC3OC(OC(=O)[C@@]45CCC(C)(C)C[C@@H]4C4=CC[C@@H]6[C@@]7(C)CCC(OC8OCC(O)C(O)C8OC8OC(C)C(O)C(O)C8O)[C@@](C)(CO)C7CC[C@@]6(C)[C@]4(C)CC5)C(O)C(O)C3O)C(O)C2O)C(O)C(O)C1O (some centres undefined),-1,nt,-2%,-1%,8%,nt,21%,-1%,3%
Cc1ccc(S(=O)(=O)N2CCN(C(=O)COC(=O)Cc3c(F)cccc3Cl)CC2)c(C)c1,-8,nt,-8%,-3%,-19%,nt,15%,-6%,5%
COc1ccc(-n2c(=O)c3ccccc3n(CC(=O)NCC3CCCO3)c2=O)cc1 (centres undefined),-2,5,-12%,-1%,-1%,-0.2,13%,?,-6%
O=C(NCc1ccccc1Cl)c1ccc2c(c1)N(Cc1ccccc1)C(=O)c1ccccc1S2,5,nt,-1%,-2%,-18%,0.5,-1%,3%,-3%
CCOC(=O)N1CCN(C(=O)c2ccc(Cn3c(=S)[nH]c4cc5c(cc4c3=O)OCO5)cc2)CC1,-5,31*,-53%,-3%,-5%,0.3,-8%,3%,3%
O=C(NCCCCc1ccccc1)Nc1cccc(F)c1,1,5,-2%,-2%,2%,1.4,7%,-12%,2%
O=C(NCc1ccc2c(c1)OCO2)c1ccc(CS(=O)(=O)c2cccc(C(F)(F)F)c2)o1,-5,-2,32%,-6%,-24%,-1.1,-1%,-10%,1%
CCn1cc(/C=C2/SC(=S)NC2=O)c(C)n1,-18,13,-5%,1%,?,0.5,-6%,0%,-1%
O=C(CSc1nnc(-c2c[nH]c3ccccc23)o1)N(Cc1ccccc1)c1ccc(F)cc1,-6,-16,6%,0%,nt,-0.9,nt,-3%,4%
COCCNC(=O)CSc1nc2ccccc2nc1Cc1ccc(C)cc1,-1,nt,0%,-2%,?,0.1,5%,-5%,0%
Cc1cc(Cl)ccc1NC(=O)CCC(=O)N/N=C/c1cc([N+](=O)[O-])ccc1O,-1,-19,-19%,-5%,-16%,0.8,9%,2%,-6%
COc1ccc(N2C(=O)CC(N3CCCCC3)C2=O)cc1 (centres undefined),-2,2,0%,-6%,-11%,6.3,-6%,-13%,1%
COc1cc(-c2nnc(NC(=O)CS(=O)(=O)c3ccc(F)cc3)o2)cc(OC)c1OC,-10,-1,16%,1%,13%,-0.6,5%,-2%,0%
CCCCSCCCNC(=O)Nc1ccc(C)c(C)c1,-6,-8,6%,4%,?,0.7,-1%,8%,4%
